Myeloid diff MLP = induction of myeloid progenitor differentiation, primary screen, cell-based, flow cytometry, MLPCN library; calls only at 10 µM; 360,000 compounds, 1% hits; ER-HoxA9 myeloid progenitors, lysozyme-GFP differentiation;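 active = normalized GFP-positive differentiation at or above the plate's own cutoff, the solvent-only control mean plus 3 SD; inconclusive = no clear call, values can overlap the other calls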;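 note: cells exposed to compound for four days before flow analysis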
Myeloid diff MLP GFP+ MAC1+ % = recorded beside Myeloid diff MLP, whose call it bears; GFP+ MAC1+ double positive, %; measured here: differentiation confirmed by MAC1 staining
Numbers without * were called inactive; i = inactive; ? = inconclusive; / = no result given. A portion of the library; rates above refer to the full screens.

SMILES,Myeloid diff MLP,Myeloid diff MLP GFP+ MAC1+ %
CCCNC(=O)C1(C)CCCN(Cc2cccc(C#N)c2)C1 (stereo unspecified),i,1.4
COCCNC(=O)C1(C)CCCN(Cc2ccc(-c3ccccn3)cc2)C1 (stereo unspecified),i,1.4
Cc1ccc2nc(-c3ccco3)c(Cc3ccccc3)n2c1,i,0.5
CC(C)C[C@@H]1CN(CCCC[C@H]2CNC(=O)C(=O)N2CCC2CCCCC2)C(=O)C(=O)N1CC1CCCCC1,i,1.0
CC(=O)c1sc(Nc2ccccc2)nc1C,i,1.1
Cc1ccc(F)c(S(=O)(=O)NC(=O)C2(C)CCN2C(=O)CCC2CCCC2)c1 (stereo unspecified),i,0.6
COc1ccc(-c2csc(C(O)c3ccc(OC)cc3)n2)cc1 (stereo unspecified),i,1.8
Cc1ccc(C(NC(=O)C2CCN(CCOc3ccc(Cl)cc3Cl)CC2)c2ccccn2)cc1 (stereo unspecified),i,1.4
CC1Cc2[nH]c(=S)[nH]c(=O)c2C(C)O1 (stereo unspecified),i,0.6
COc1ccc([N+](=O)[O-])cc1CN1CCN(c2ncc(Cc3ccccc3)cn2)CC1,i,2.5
CCC(CO)Nc1ccn2nc(-c3cc(OC)c(OC)c(OC)c3)cc2n1 (stereo unspecified),i,0.5
Cc1cccc(C)c1NC(=O)CN1CCC(Cc2ccccc2)CC1,i,1.2

Some of these compounds in order of heavy-atom count, rising:
SMILES,Myeloid diff MLP,Myeloid diff MLP GFP+ MAC1+ %
CC1Cc2[nH]c(=S)[nH]c(=O)c2C(C)O1 (stereo unspecified),i,0.6
Cc1ccc2nc(-c3ccco3)c(Cc3ccccc3)n2c1,i,0.5
CCC(CO)Nc1ccn2nc(-c3cc(OC)c(OC)c(OC)c3)cc2n1 (stereo unspecified),i,0.5

Going on with the list.
SMILES,Myeloid diff MLP,Myeloid diff MLP GFP+ MAC1+ %
CC1(C(=O)NS(=O)(=O)C2CC2)CCN(C(=O)c2cccc(OC(F)(F)F)c2)C1 (stereo unspecified),i,1.4
CCOC(=O)/C=C/c1cccc(OC)c1O,i,2.4
COc1ccc(NC(=O)c2cc(-c3sc(NC(=O)c4ccccc4)nc3C)n(CCO)n2)cc1,i,2.3
CCCCN(C=O)c1c(CC)nc2c(OCCOc3ccccc3)cccn12,i,1.5
CNc1ccc(-c2ccccc2OC)cn1,i,1.2
CCC(=O)N1CCCC(C)(C(=O)NS(=O)(=O)c2ccccc2Cl)C1 (stereo unspecified),i,0.8
CCc1nc2c(OCC=C(C)C)cccn2c1N(C)C(=O)c1ccc(OC)cc1,i,1.2
CC(C)[C@@H](C(=O)N[C@@H](CCc1ccc(O)cc1)C(=O)O)N(C)C(=O)[C@H](CO)NC(=O)[C@@H](O)[C@H](N)CCCCCCCCl,i,0.9
CC(C)N1C(=O)c2ccccc2NC(=O)C1C(=O)NCc1cccs1 (stereo unspecified),i,2.7
CCS(=O)(=O)N1Cc2cc(C(=O)NCCOC)nc(-c3cccc(-c4ccncc4)c3)c2[C@@H]1CCO,i,0.6
COCCNc1nc2cc(-c3cccc(Cl)c3)sc2c(=O)n1C,i,0.8
COc1cc(C(O)c2nc(-c3cccc(NC(C)=O)c3)cs2)ccc1F (stereo unspecified),i,2.0

Random excerpt: 4 compounds from above, in no set order.
SMILES,Myeloid diff MLP,Myeloid diff MLP GFP+ MAC1+ %
CCC(=O)N1CCCC(C)(C(=O)NS(=O)(=O)c2ccccc2Cl)C1 (stereo unspecified),i,0.8
CC1(C(=O)NS(=O)(=O)C2CC2)CCN(C(=O)c2cccc(OC(F)(F)F)c2)C1 (stereo unspecified),i,1.4
COc1ccc([N+](=O)[O-])cc1CN1CCN(c2ncc(Cc3ccccc3)cn2)CC1,i,2.5
CC(C)[C@@H](C(=O)N[C@@H](CCc1ccc(O)cc1)C(=O)O)N(C)C(=O)[C@H](CO)NC(=O)[C@@H](O)[C@H](N)CCCCCCCCl,i,0.9

Single records, from the list above. Order of values: Myeloid diff MLP	Myeloid diff MLP GFP+ MAC1+ %
CC(C)N1C(=O)c2ccccc2NC(=O)C1C(=O)NCc1cccs1 (stereo unspecified) across the screens: i	2.7
CCCCN(C=O)c1c(CC)nc2c(OCCOc3ccccc3)cccn12 across the screens: i	1.5
CNc1ccc(-c2ccccc2OC)cn1 across the screens: i	1.2

Following part:
SMILES,Myeloid diff MLP,Myeloid diff MLP GFP+ MAC1+ %
CNc1ncnc2c1ncn2[C@H]1CN(Cc2ccc(Cl)cc2)C[C@@H](CO)O1,i,0.4
CO[C@@H]1CN(C)C(=O)c2cc(NS(=O)(=O)c3ccc(C)cc3)ccc2OC[C@H](C)N(Cc2nccs2)C[C@H]1C,i,2.4
COc1ccc(-c2csc(C(NC(C)=O)c3cccc(OC)c3)n2)cc1 (stereo unspecified),i,0.7
COc1cc2c(cc1OC)C(c1ccc3c(c1)Cc1ccccc1-3)OC(=O)C2 (stereo unspecified),i,1.0
COC(=O)[C@@]1(Cc2ccc(OC)cc2)[C@H]2c3cc(C(=O)N4CCCC4)n(Cc4cc(C)n(C)n4)c3C[C@H]2CN1C(=O)c1ccccc1,i,0.5
CC1(C)Cc2cccc(OC(=O)NCCc3ccc(F)cc3)c2O1,?,/
CCCN(C)C1CN(Cc2cn(Cc3cccc(Cl)c3)nn2)S(=O)(=O)C1 (stereo unspecified),i,0.5
CCCCNC(=O)C[C@@H]1C[C@@]2(C(=O)OC)CC(C)(C)CC=C2N(Cc2cccc3ccccc23)C1=O,i,3.6
OC[C@@H]1CN(Cc2ccccc2)C[C@H](n2cnc3c(N4CCOCC4)ncnc32)O1,i,0.3
CS(=O)(=O)N1CCCCC1c1cc(C(=O)Nc2ccccc2)no1 (stereo unspecified),i,1.4
COc1ccc(-c2cc(C(=O)NCc3cccc(C(F)(F)F)c3)[nH]n2)c(C)c1,i,0.7
NC(=O)c1ccc(NCCc2cccs2)cc1,i,0.6
COc1ccccc1C(=O)NCCN1CCC(n2c(=O)[nH]c3ccccc32)CC1,i,1.5
Cc1ccc(S(=O)(=O)Nc2ccccc2C(C(=O)OC(C)(C)C)C(=O)OC(C)(C)C)cc1,i,2.1
CC(=O)NC(c1cccc(F)c1)c1nc(-c2cnc3ccccc3c2)cs1 (stereo unspecified),i,1.1
CC(=O)Nc1ccc(-c2ccnc3c2CC(C(=O)Nc2ccc(C(C)C)cc2)O3)cc1 (stereo unspecified),i,0.6
CCc1nc2ccc(C(=O)N(C)Cc3ccco3)cn2c1N(C)Cc1ccc(OC)cc1,i,0.7
COc1ccc(NC(=O)C2(C)CCN2CCOc2ccccc2)cc1OC (stereo unspecified),i,1.5
COc1ccc(NC(=O)c2sc(=O)n(Cc3ccccc3C#N)c2C)cc1OC,i,5.3
CC1(C(=O)Nc2cccc(OC(F)(F)F)c2)Cc2c(-c3cccc(C(N)=O)c3)ccnc2O1 (stereo unspecified),i,0.5
COc1ccc(C(C)=O)cc1Cn1c(C)c(C(=O)NCc2cccc(C)c2)sc1=O,i,1.9
O=C(NCc1ccc(F)cc1)c1cc(C2CCCN(C(=O)c3ccc4ccccc4c3)C2)on1 (stereo unspecified),i,0.7
Cc1ccc2c(CN(C)Cc3ccccc3)cc(=O)oc2c1,i,0.8
CCCCNC(=O)C1(C)CCCCN1C(=O)c1cc(C)n(C(C)(C)C)n1 (stereo unspecified),i,1.3
COc1ccccc1-c1cccc(-c2nc(C(=O)N3CCCCC3)cc3c2[C@H](CCO)N(S(=O)C(C)(C)C)C3)c1 (stereo partly specified),i,0.8
Cc1ccc2ccccc2c1C(O)c1ncc(-c2ccccc2Cl)[nH]1 (stereo unspecified),i,0.4
CCOC(=O)C1(C)CCN1C(=O)c1cccc(C(F)(F)F)c1 (stereo unspecified),i,1.0
OCCc1ccc(NCCc2ccco2)cc1,i,0.4
COc1ccc(S(=O)(=O)N2CCCC(c3cc(C(=O)NCc4cccnc4)no3)C2)cc1 (stereo unspecified),i,0.3
O=c1[nH]c(=O)n(C2OC(CO)C(O)C2O)c2c1CCCC2 (stereo unspecified),i,1.5
CC(C)CN1C(=O)CN(S(C)(=O)=O)CC1(C)C(=O)NCc1ccccc1 (stereo unspecified),i,1.1
CCC(=O)N1CCCC1(C)C(=O)Nc1cccc(Oc2ccccc2)c1 (stereo unspecified),i,1.5
COc1ccc(NC(=O)c2cc(-c3cc(Cl)ccc3C)n[nH]2)cn1,i,0.6
CCCC(=O)N1CCC1(C)C(=O)Nc1scc(C)c1C#N (stereo unspecified),i,1.0
Cc1cc2nc(-c3cccc(Cl)c3)c(Cc3ccsc3)n2c(C)c1Br,i,1.4
CC(C)(C(=O)N1CCC1(C)C(=O)NS(=O)(=O)c1cccc(C#N)c1)c1ccccc1 (stereo unspecified),i,2.2
CC(C)=CCCC(C)c1cc(C(=O)NCCc2ccc(O)cc2)c(N)s1 (stereo unspecified),i,2.2
OC1CCC2CN3CCc4c([nH]c5ccccc45)C3CC2C1 (stereo unspecified),i,3.5
CSCCC(C(=O)Nc1c(C)cccc1C)n1c(-c2cnc(C)cn2)nc2ccccc21 (stereo unspecified),i,3.4
O=[N+]([O-])c1ccc(F)c(CN2CCN(c3ncc(Cc4ccccc4)cn3)CC2)c1,i,2.1
Nc1ncnc2c1ncn2[C@@H]1O[C@H](C(=O)NCC2CCN(Cc3ccccc3)CC2)[C@@H](O)[C@H]1O,i,1.2
Cc1ccccc1CN1C(=O)c2ccccc2C1c1nnnn1C(C)C (stereo unspecified),i,0.7
CC(=O)c1cccc(-c2ccnc3c2CC(C(=O)NCc2ccc(N4CCN(C)CC4)cc2)O3)c1 (stereo unspecified),i,1.0
O=C(NCc1cccc(Cl)c1)c1ccc(-n2ccnc2)c2ccoc12,i,1.0
CCOC(=O)[C@]12CCC=C1N(Cc1ccc3c(c1)OCO3)C(=O)[C@H](CC(=O)NCc1ccccc1)C2,i,0.8
COc1ccc(CC(N)c2csc(Nc3ccc(C(=O)c4ccccc4)cc3)n2)cc1 (stereo unspecified),i,1.5
COC(=O)[C@]12CCCCC=C1N(Cc1ccc(Cl)cc1Cl)C(=O)[C@H](CC(=O)N1CCN(C(=O)c3ccco3)CC1)C2,i,1.8
CCCCN1CCCCC1(C)C(=O)NCc1ccc2c(c1)OCO2 (stereo unspecified),i,1.1
CCNC(=O)C1(C)CCCN(Cc2csc3ccccc23)C1 (stereo unspecified),i,1.3
Cc1cccc(C)c1NC(=O)C(c1ccccc1)n1c(=O)c(-c2ccco2)nc2ccccc21 (stereo unspecified),i,2.6

Filtered by structure: those above containing a nitro group on carbon.
SMILES,Myeloid diff MLP,Myeloid diff MLP GFP+ MAC1+ %
COc1ccc([N+](=O)[O-])cc1CN1CCN(c2ncc(Cc3ccccc3)cn2)CC1,i,2.5
O=[N+]([O-])c1ccc(F)c(CN2CCN(c3ncc(Cc4ccccc4)cn3)CC2)c1,i,2.1

Source: PubChem BioAssay (NMMLSC)
